High-throughput results (PubChem BioAssay)
GPR35 arrestin U2OS: GPR35 antagonists blocking zaprinast-driven arrestin recruitment, primary screen, imaging, U2OS, beta-arrestin-GFP, zaprinast agonist (AID 2058). one-dose inhibition, % at 10 µM; IC50 in µM for titrated hits. 0.052% of 290,000 active. U2OS GPR35 beta-arrestin-GFP translocation imaging, zaprinast antagonism; higher % means a stronger effect;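 active means inhibition of at least 50% with at least 30 cells and total cytoplasm GFP at most 10,000,000; inconclusive means under 30 cells or total GFP of 10,000,000 plus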
AID2073: inhibitors of Mint1-CaV2.2 protein interaction, biochemical, HTRF (AID 2073); HTRF protein-protein interaction, Mint1-CaV2.2; higher % means a stronger effect; inhibition, % at 20 µM, or IC50 in µM where a hit was titrated; 0.19% of 290,000 active; in the data active means inhibition mostly above about 51%, no sharp cut-off; inconclusive means no clear call, values can overlap the other calls; inactive means mostly below about 53%; further: some results filed as inactive read as strong as hits
NTR1 ag: agonists of NTR1, primary screen, imaging, U2OS cells, beta-arrestin-GFP, high content (AID 493036); P30989; NTR1-U2OS beta-arrestin-GFP spot imaging, agonist mode; activation, % at 20 µM; 0.17% of 330,000 active;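 active means activation at or above 40% of the spot to cytoplasm intensity ratio, with at least 20 cells analyzed; inconclusive means wells under 20 cells, flagged as cytotoxic or low count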;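 further: 0% = DMSO without peptide and 100% = 100 nM NTR1 peptide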
Target sequence (P30989 whole entry, looked up): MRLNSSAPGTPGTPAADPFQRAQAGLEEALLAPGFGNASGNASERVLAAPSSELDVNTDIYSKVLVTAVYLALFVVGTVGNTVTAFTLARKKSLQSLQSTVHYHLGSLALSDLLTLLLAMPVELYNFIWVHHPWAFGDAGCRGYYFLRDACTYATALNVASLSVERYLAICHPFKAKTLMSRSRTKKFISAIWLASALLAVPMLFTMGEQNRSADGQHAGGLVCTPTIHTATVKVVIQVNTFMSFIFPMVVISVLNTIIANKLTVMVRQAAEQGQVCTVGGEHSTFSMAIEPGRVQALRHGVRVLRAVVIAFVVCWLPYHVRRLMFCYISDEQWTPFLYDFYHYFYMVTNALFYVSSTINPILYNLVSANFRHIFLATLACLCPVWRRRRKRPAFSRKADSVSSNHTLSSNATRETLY
MgcRacGAP inhibition: MgcRacGAP GTPase-activating activity inhibitors, confirmation, biochemical, ADP Hunter fluorescence | MgcRacGAP-stimulated Rac1 GTP hydrolysis, ADP Hunter fluorescence; higher % means a stronger effect; GST-tagged Rac1 F28L mutant substrate | 0.6% of 340,000 active | one-dose inhibition, % at 30 µM; IC50 in µM for titrated hits | AID 624330;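 active means first-screen hits whose inhibition reached a set limit at any dose in the follow-up dose series; inconclusive means inhibition above the set first-screen limit but never retested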;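 further: fluorescence reports GDP produced by GAP-driven GTP hydrolysis; strong numbers were not always called active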
GPR55 activation: GPR55 agonists via beta-arrestin recruitment, primary screen, imaging, U2OS cells, beta-arrestin-GFP redistribution (AID 1961); U2OS GPR55 beta-arrestin-GFP redistribution imaging; higher % means a stronger effect; 0.048% of 290,000 active; activation, % at 10 µM; hits with a dose series show EC50 in µM;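 active means activation above 40% with more than 50 cells counted in the well; inconclusive means wells holding fewer than 50 cells, flagged as toxic or sparse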;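 further: U2OS osteosarcoma cells stably expressing GPR55 and beta-arrestin-GFP; plate controls were DMSO negative control for no effect and LPI positive control for full effect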
Yfh1-depleted yeast: enhancers of respiration in Yfh1-depleted yeast, dose response, Friedreich's ataxia, plus single-dose screen (AID 1465); S. cerevisiae Yfh1-off respiration, WST-1 reduction, 72 h; higher fold induction means a stronger effect; fold induction at 50 µM, or EC50 in µM where a hit was titrated; 0.074% of 220,000 active;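 active means fold induction of absorbance versus untreated yeast above a set limit, then at least 30% activation at any dose in follow-up; inconclusive means repeats straddling the limit, or above it without dose testing; inactive means fold induction below the set limit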;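 further: activators that raise dye reduction in frataxin-depleted yeast; strong numbers were not always called active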
SV40 large T antigen: TAg ATPase/helicase activity blockers – biochemical (AID 1903); SV40 large T antigen ATPase/helicase inhibition assay; higher % means a stronger effect; one-dose inhibition, % at 20 µM; IC50 in µM for titrated hits; 0.39% of 310,000 active; in the data active means a potency from the dose series; inconclusive means inhibition mostly from about 32% at the one dose, without a potency; inactive means the rest, 99 in 100 with inhibition below about 32%; further: strong numbers were not always called active
Dengue-2 NS5 capping: Dengue-2 NS5 methyltransferase inhibitors, primary screen, biochemical, confirmation dose response (AID 588689). inhibition, % at 25 µM, or IC50 in µM where a hit was titrated. 0.3% of 340,000 active. Dengue-2 NS5 methyltransferase capping enzyme assay, biochemical; higher % means a stronger effect; in the data active means a potency from the dose series; inconclusive means inhibition above about 29% without an active follow-up result
GPR55 antagonists: GPR55 antagonists blocking LPI-driven arrestin recruitment, primary screen, imaging, U2OS, beta-arrestin-GFP, LPI agonist (AID 2013) | U2OS GPR55 beta-arrestin-GFP translocation imaging, LPI antagonism; higher % means a stronger effect | inhibition, % at 10 µM; hits with a dose series show IC50 in µM | 0.13% of 290,000 active;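 active means spots per cell inhibited over 60%, with over 100 cells counted and total cytoplasm intensity under 500,000; inconclusive means wells with under 100 cells, flagged as likely toxic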;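 further: U2OS cells stably carrying GPR55 and arrestin-GFP stimulated by 5 µM LPI near EC80; imaged beta-arrestin-GFP aggregate spots per cell after agonist stimulation; plate controls were LPI-stimulated DMSO wells for no effect and DMSO wells without LPI for full effect; some results filed as inactive read as strong as hits; confirmed hits need IC50 under 10 µM and bright autofluorescent wells are also inconclusive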
NTR1 ag cell count 20 µM: also measured in NTR1 ag; calls as there; cell count; measured here: cell count, cytotoxicity flag
Dengue-2 NS5 capping pilot replicate: also measured in Dengue-2 NS5 capping; calls as there; inhibition, %; measured here: pilot screen replicate inhibition
An asterisk follows results filed as active; i = inactive; u = inconclusive; x = not tested or not shown.

SMILES	GPR35 arrestin U2OS	AID2073	NTR1 ag	NTR1 ag cell count 20 µM	MgcRacGAP inhibition	GPR55 activation	Yfh1-depleted yeast	SV40 large T antigen	Dengue-2 NS5 capping	GPR55 antagonists	others
CCOC(=O)C/C(C)=N/NC(=O)c1cccs1	33%	8%	0.7	69	-3%	0.7%	i	0%	2%	21%
CC(C)NS(=O)(=O)c1cc(F)ccc1CN1C(=O)c2cccnc2C1=O	8%	3%	0.6	49	3%	-0.1%	x	1%	-1%	10%
Cc1nnc(NC(=O)CN2C(=O)c3ccccc3S2(=O)=O)s1	-4%	-2%	-0.4	54	8%	-0.1%	i	-7%	5%	10%
O=S(=O)(NCc1ccncc1)c1ccc(S(=O)(=O)NCC2CCCO2)cc1 (stereo unspecified)	15%	6%	0.2	57	3%	0.0%	i	10%	-2%	22%
Cc1cc(C)n(CC(=O)N/N=C/c2cccs2)n1	-7%	2%	-1.4	54	6%	-0.2%	i	3%	-6%	8%
O=C(NC1CCCCC1)N1CCc2ccccc21	6%	0%	0.5	39	7%	-0.2%	i	6%	1%	4%
CCOc1cc2c(cc1OC)C(NC(=O)c1ccco1)CC2=O (stereo unspecified)	5%	0%	-0.1	109	7%	-0.1%	x	3%	-2%	-3%
COc1ccc(/C=N/n2cnc3c([nH]c4ccccc43)c2=O)cc1COc1ccccn1	-3%	5%	-0.6	50	x	0.4%	i	-3%	x	7%
Cc1ccsc1C(=O)NCc1ccc(F)cc1	14%	13%	-1.1	51	-5%	-0.1%	x	1%	-3%	-3%
O=C(CCSCc1ccc(Cl)cc1)NCc1cccnc1	-7%	4%	0.8	49	0%	0.4%	i	4%	1%	11%
O=C(O)c1cccc(CN2C(=O)c3ccccc3C2=O)c1	-3%	24%	1.7	79	3%	-0.2%	x	15%	-6%	3%
CS(=O)(=O)N1CCCC(C(=O)Nc2ccccc2C(F)(F)F)C1 (stereo unspecified)	9%	12%	1.8	55	8%	0.5%	x	-7%	-7%	10%
CN1C(=O)C(C)(C)c2cc(S(=O)(=O)N3CCC(C(=O)Nc4ccc(Cl)cc4)CC3)ccc21	7%	12%	-1.5	40	-3%	-0.1%	x	x	-3%	4%
Cc1cc(=O)[nH]c(SCC(=O)Nc2ccc(S(N)(=O)=O)cc2)n1	-11%	6%	-0.5	88	13%	0.0%	i	25%	-4%	0%
CCOC(=O)C(C)Sc1nc2c(c(=O)[nH]c(=O)n2C)n1C/C=C(/C)Cl (stereo unspecified)	18%	-42%	0.6	48	7%	0.3%	i	0%	-9%	-2%
CC(=O)Nc1ccc(NC(=O)CSc2ccc(C(F)(F)F)cc2[N+](=O)[O-])cc1	-5%	11%	0.3	72	12%	0.9%	i	0%	4%	-11%
C=CCN=C1N[C@@H](c2ccccc2)C(C(=O)OC)=C(C)N1CC	-1%	6%	-2.0	84	14%	-0.2%	x	1%	-1%	3%
CCc1nnc(NC(=O)CN2C(=O)NC3(CC(C)CC(C)(C)C3)C2=O)s1 (stereo unspecified)	-3%	33%	3.4	61	6%	0.3%	x	25%	1%	11%
O=C(Nc1ccc2c(c1)OCCO2)c1cc(-c2ccccn2)nc2ccc(Br)cc12	-16%	10%	-0.8	62	6%	-0.1%	i	4%	1%	-3%
O=C(CCCN1C(=O)c2cccc3cccc(c23)C1=O)NC1CCS(=O)(=O)C1 (stereo unspecified)	-2%	1%	1.6	23	9%	0.2%	i	9%	-4%	11%
COc1ccc(S(=O)(=O)N2CCC(C(=O)NC3CC3)CC2)cc1Cl	13%	4%	-0.6	53	1%	-0.1%	i	3%	-1%	12%
CS(=O)(=O)N1CCC(Oc2ccccc2C(=O)NC2CCOC2)CC1 (stereo unspecified)	20%	23%	1.5	44	-3%	0.1%	i	-3%	-5%	-2%
FC(F)(F)c1cc(-c2ccco2)nc(NCCc2ccccc2)n1	0%	2%	6.6	75	0%	0.2%	i	5%	-8%	17%
CC(C)NS(=O)(=O)c1ccc(N2C(=O)c3ccccc3C2=O)cc1	-6%	0%	-0.9	73	5%	-0.1%	i	13%	-6%	-5%
CCOC(=O)c1c(-c2ccc(C)o2)csc1NC(=O)CN(C)CC(=O)Nc1ccc(C)cc1	2%	18%	22	92	7%	-0.2%	i	8%	-39%	7%	Dengue-2 NS5 capping pilot replicate=-0.9
Cc1ccc(C(=O)NCc2ccc3c(c2)OCO3)cc1N1CCCC1=O	5%	1%	0.6	58	11%	-0.2%	i	2%	-6%	2%
CCOC(=O)c1oc2ccccc2c1NC(=O)c1cccc(OC)c1OC	-1%	14%	13	48	10%	-0.1%	i	22%	-4%	-29%
C=CCOc1ccc(/C=C/C(=O)OCC(=O)NC2CCCCCCC2)cc1	3%	9%	0.4	44	6%	0.0%	x	4%	3%	12%
COc1cccc(C2c3[nH]c4ccccc4c3C[C@H]3C(=O)N(CCCO)CC(=O)N23)c1OC (stereo partly specified)	0%	2%	-1.3	81	8%	0.4%	x	0%	-5%	-1%
CCOC(=O)N1CCN(C(=O)c2ccc(N(Cc3ccc(C)cc3)S(C)(=O)=O)cc2)CC1	-14%	-4%	1.7	49	-3%	0.0%	i	25%	0%	-2%
O=C(NCC1CCCN1S(=O)(=O)c1cccs1)c1c(F)cccc1F (stereo unspecified)	x	x	-1.7	56	8%	x	x	22%	-1%	x
CCOc1ccc(C(=O)CCC(=O)N(CC)CC(=O)NCc2ccc(Cl)cc2)cc1	-2%	10%	0.9	79	9%	0.0%	x	19%	-1%	5%
CC(C)c1ccccc1NC(=O)CCCC(=O)O	0%	2%	-0.2	25	7%	-0.2%	i	1%	7%	20%
C=CCNC(=O)C1CC(c2cccc(OC)c2)=NO1 (stereo unspecified)	15%	23%	0.2	49	10%	-0.2%	i	21%	-6%	4%
COc1ccc(NC(=O)c2ccccc2C(=O)N2CCCCC2)cc1	-3%	u	-0.2	67	10%	0.5%	i	5%	2%	-7%
O=C(CN(C(=O)CCC(=O)Nc1nccs1)c1ccc(F)cc1)NCCc1ccccc1	7%	7%	7.6	44	9%	-0.2%	x	3%	-12%	-8%
Cc1ccc(NC(=O)C2CC(=O)Nc3ncnn32)c(C)c1 (stereo unspecified)	-8%	12%	0.7	34	12%	0.0%	i	14%	-9%	-6%
COc1cc(C(C)=O)ccc1OCc1cc(C(=O)N(C)CCC2CCCCO2)no1 (stereo unspecified)	0%	15%	0.0	54	-2%	0.2%	x	x	-1%	6%
COc1ccc(CNC(=O)C(OC(=O)c2ccco2)c2ccccc2)cc1 (stereo unspecified)	8%	8%	3.8	58	1%	0.5%	x	14%	1%	6%
Cc1nn(-c2ccccc2)c(C)c1CCC(=O)O	4%	-10%	-1.6	87	4%	-0.2%	i	6%	-7%	14%

Part of the list above in order of molecular weight, low to high.
SMILES	GPR35 arrestin U2OS	AID2073	NTR1 ag	NTR1 ag cell count 20 µM	MgcRacGAP inhibition	GPR55 activation	Yfh1-depleted yeast	SV40 large T antigen	Dengue-2 NS5 capping	GPR55 antagonists	others
CCOC(=O)c1oc2ccccc2c1NC(=O)c1cccc(OC)c1OC	-1%	14%	13	48	10%	-0.1%	i	22%	-4%	-29%
COc1cccc(C2c3[nH]c4ccccc4c3C[C@H]3C(=O)N(CCCO)CC(=O)N23)c1OC (stereo partly specified)	0%	2%	-1.3	81	8%	0.4%	x	0%	-5%	-1%
CCOC(=O)c1c(-c2ccc(C)o2)csc1NC(=O)CN(C)CC(=O)Nc1ccc(C)cc1	2%	18%	22	92	7%	-0.2%	i	8%	-39%	7%	Dengue-2 NS5 capping pilot replicate=-0.9

Random excerpt: four records from the list.
SMILES	GPR35 arrestin U2OS	AID2073	NTR1 ag	NTR1 ag cell count 20 µM	MgcRacGAP inhibition	GPR55 activation	Yfh1-depleted yeast	SV40 large T antigen	Dengue-2 NS5 capping	GPR55 antagonists	others
COc1ccc(NC(=O)c2ccccc2C(=O)N2CCCCC2)cc1	-3%	u	-0.2	67	10%	0.5%	i	5%	2%	-7%
CC(C)c1ccccc1NC(=O)CCCC(=O)O	0%	2%	-0.2	25	7%	-0.2%	i	1%	7%	20%
Cc1ccc(C(=O)NCc2ccc3c(c2)OCO3)cc1N1CCCC1=O	5%	1%	0.6	58	11%	-0.2%	i	2%	-6%	2%
Cc1nn(-c2ccccc2)c(C)c1CCC(=O)O	4%	-10%	-1.6	87	4%	-0.2%	i	6%	-7%	14%

(cont.)
SMILES	GPR35 arrestin U2OS	AID2073	NTR1 ag	NTR1 ag cell count 20 µM	MgcRacGAP inhibition	GPR55 activation	Yfh1-depleted yeast	SV40 large T antigen	Dengue-2 NS5 capping	GPR55 antagonists	others
COCCNC(=O)CCCn1c(=O)c2cc(OC)c(OC)cc2n(CC(=O)NCCC2=CCCCC2)c1=O	-13%	8%	-0.6	82	12%	0.1%	i	3%	-6%	13%
COC(=O)c1cc(S(=O)(=O)NCCc2ccc(SC)cc2)c[nH]1	-11%	8%	0.8	61	-8%	-0.1%	x	9%	0%	-1%
COc1cc(OC)cc(C(=O)NC(=S)N2CCCCCC2)c1	16%	16%	-0.6	24	4%	0.2%	i	16%	-1%	11%
O=C(NNCc1ccc(O)cc1)c1ccccc1Cl	4%	9%	-0.8	80	21%	-0.2%	x	27%	-10%	10%
COc1ccc(CC2(CO)CCN(CC3=Cc4cc(Cl)ccc4OC3)CC2)cc1	-5%	12%	13	51	-7%	-0.1%	i	-4%	3%	8%
COc1ccccc1CNC(=O)[C@@H](NC(=O)C1CCN(C(=O)[C@@H]2CCCN2C(=O)OC(C)(C)C)CC1)C(C)C	-3%	11%	1.0	98	3%	-0.1%	x	x	5%	-8%
CCS(=O)(=O)NCC(c1cccnc1)N1CCN(c2ccc(F)cc2)CC1 (stereo unspecified)	-13%	1%	-0.1	59	12%	-0.1%	i	0%	1%	-9%
CC(C)(CNC(=O)c1ccc([N+](=O)[O-])c(Cl)c1)CNC(=O)c1ccc([N+](=O)[O-])c(Cl)c1	-4%	1%	24	54	7%	-0.1%	i	5%	6%	3.1µM*
Cc1cccc(CSCCNC(=O)Nc2ccccc2)c1	4%	-1%	-1.2	68	-5%	0.5%	i	-1%	-5%	12%
COc1ccc(C2C(C(=O)O)CC(=O)N2C2CCCCC2)cc1 (stereo unspecified)	-9%	1%	-1.2	54	1%	0.2%	i	12%	-9%	-3%
